C2C12 statin – suppression of simvastatin myotoxicity; 330,000 compounds, 0.78% hits; rescue of ATP level, % at 7.49 µM; AID 602340; C2C12 myotubes + simvastatin, ATP luminescence, 48 h; scaled: DMSO 0, geranylgeraniol control 100;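 active means mean ATP rescue above about 67%, or every replicate alone reaching that limit, limit read from the data, passing the limit was not always enough; inconclusive means no clear call, values can overlap the other calls; inactive means mean under the limit and some replicate under it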;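 further: myotubes were challenged with 10 µM simvastatin during compound exposure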
LGR2 inh – Drosophila LGR2 receptor signaling inhibition | HEK293 LGR2, CRE-luciferase, bursicon-stimulated, 4 h | inhibition, % at 9.99 µM | 380,000 compounds, 0.35% hits;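 active means drop in luminescence signal, shown as inhibition above about 50% in the replicate tests, limit read from the data, passing the limit was not always enough; inconclusive means probably only some replicates passing the limit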;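 further: agonist challenge used bursicon conditioned medium at about half maximal strength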
Cneo AK release – causes C. neoformans cell lysis | adenylate kinase release luminescence, 4 h; normalised: neutral wells 0, clomiphene wells 100 | lysis activity, % at 15 µM | 360,000 compounds, 0.2% hits;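 active means mean lysis activity across replicates of at least 80%, whatever share of replicates individually reach that level; inactive means mean lysis activity below 80%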
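Material – log-phase Cryptococcus neoformans yeast cells · Input – 5 × 10^6 yeast cells/mL · Medium – fresh YPD growth medium · Doses – single compound concentration per well · Timing – static 4 h at 37 °C with compound, 1 h detection · Detection – adenylate kinase release luminescence · Read-out – signal increase indicating cell lysis · Control set – Clomiphene as positive lysis control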
PAX8 reporter – PAX8 transcriptional activity inhibition; RMG-I TPO-luciferase reporter, SteadyGlo, 24 h; inhibition, % at 12.6 µM; 360,000 compounds, 1.2% hits;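 active means mean replicate inhibition at least 60% with every replicate also reaching 60%; inconclusive means only one of the two criteria is met; inactive means mean below 60% and not all replicates reaching 60%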;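 further: luciferase light reporting Pax8 driven TPO promoter activity; plate controls were median of neutral control wells for no effect and mitoxantrone controls for full effect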
INS-1E GSIS act – primary screen for activators of insulin secretion dependent on glucose, INS-1E cells, GLuc reporter luminescence; INS-1E GLuc reporter insulin secretion, 2-3 h; activation, % at 16.6 µM; 370,000 compounds, 0.61% hits; AID 743287;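 active means lowest replicate activation of at least 40%, so every replicate reaches that level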;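 further: 0% = median of neutral control wells and 100% = median of IBMX positive control wells; some compounds called inactive have numbers as strong as hits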
PglD DTNB – inhibitors of Campylobacter jejuni PglD acetyltransferase; purified PglD enzyme, DTNB colorimetric CoA detection; inhibition, % at 12.5 µM; AID 602405; 360,000 compounds, 0.098% hits; in the data active means inhibition above about 16%, passing the limit was not always enough; inconclusive means no clear call, values can overlap the other calls; further: strong numbers were not always called active
ARNT-TACC3 inh – disrupts binding between human ARNT and TACC3 | AlphaScreen His-ARNT PAS-B/GST-TACC3 binding, luminescence; TACC3 fragment carries E629A point mutation | inhibition, % at 9.99 µM | Q9Y6A5 | 390,000 compounds, 0.66% hits;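 active means mean inhibition of replicates at least 50% and at least half of replicates each reaching 50%; inconclusive means half or more replicates reach 50% but mean below 50%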;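 further: 0% = complete ARNT plus TACC3 wells and 100% = ARNT alone without TACC3; many hits fall short of the cut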
PGC1a acetyl inh – PGC1a acetylation modulation, inhibitor mode | inhibition, % at 15.6 µM | U2OS PGC1a acetylation, AlphaScreen anti-acetyl-lysine; with virally co-expressed GCN5 acetyltransferase | 350,000 compounds, 0.17% hits;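 active means every replicate shows inhibition of at least 40%; inconclusive means mean inhibition at least 40% but some replicate below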;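 further: 0% = neutral control wells and 100% = positive control wells; some results beyond the cut were filed as inactive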
The depositor's hits bear a star; ? = inconclusive; . = not tested or not shown.

[1] CC(C)Oc1ccc(F)cc1-c1cc(C(=O)Nc2ccccc2)[nH]n1
[2] O=C(NCc1ccccn1)c1cc(Cl)ccc1OCc1ccccc1
[3] CN(C)C(=O)C[C@H]1C=C[C@@H](NC(=O)NC2CCCC2)[C@@H](CO)O1
[4] C[C@H](CO)N1C[C@H](C)[C@H](CN(C)Cc2ccccc2)Oc2c(NC(=O)Nc3cccc4ccccc34)cccc2C1=O
[5] COc1ccc2c(c1OC)C(=O)N1N=C(c3ccc(-c4ccccc4)cc3)CC21 (stereo not drawn)
[6] O=C(CSc1nc2ccccc2c(=O)n1CC1CCCO1)NCc1ccccc1 (stereo not drawn)
[7] O=C(CCS(=O)(=O)c1cccc2nonc12)N1CC(=O)N(CCc2ccccc2)C(=O)C1
[8] CCOC(=O)C1CCCN(C(=O)c2cc(COc3ccc(C)nc3)on2)C1 (stereo not drawn)

assay / compound	1	2	3	4	5	6	7	8
C2C12 statin	-3	.	-4	18	.	-2	13	9
LGR2 inh	9	-18	9	-4	-3	8	.	-36
Cneo AK release	0	-1	44	-6	.	-6	0	-7
PAX8 reporter	-26	.	2	14	5	12	.	-107
INS-1E GSIS act	-10	8	6	-12	2	143*	7	-7
PglD DTNB	10	8	4	-1	.	-6	.	0
ARNT-TACC3 inh	.	.	-2	3	-4	-5	0	-4
PGC1a acetyl inh	-3	.	4	-5	.	-5	-45	.

[9] COc1ccc(Cl)cc1C(=O)N(Cc1nc(-c2cccc(C)c2)no1)C(C)C
[10] CCOC(=O)N1CCN(C(=O)CCN2C(=O)c3ccccc3S2(=O)=O)CC1
[11] CCOc1ccc(NC(=O)CN(C)C(=O)C2CCCC2)cc1OCC
[12] C[C@H](O)[C@@H]1CN2CCc3c([nH]c4ccc(-c5ccc6c(c5)OCO6)cc34)[C@@H]2C[C@@H]1N(C)C(=O)NC1CCCCC1
[13] O=C(COc1ccccc1Cl)N1CCc2ccccc2C1
[14] COc1ccc(C(C(=O)NC2CCCCC2)N(C(=O)CCl)c2ccccc2Cl)cc1 (stereo not drawn)
[15] CCCC(=O)Nc1ccc2c(c1)C(=O)N(C)[C@@H]1CC[C@@H](CC(=O)NCCc3ccccc3)O[C@H]1CO2
[16] COCCNC(=S)N(CCCN(C)C)Cc1cc2cc3c(cc2[nH]c1=O)OCCO3

assay / compound	9	10	11	12	13	14	15	16
C2C12 statin	32	-12	.	-47	4	.	3	-3
LGR2 inh	4	-13	23	10	-6	21	-6	-1
Cneo AK release	-1	4	.	.	1	.	.	1
PAX8 reporter	20	2	-9	90*	-37	14	8	18
INS-1E GSIS act	-3	16	-2	-22	-5	-13	2	3
PglD DTNB	0	2	.	.	-3	.	.	-1
ARNT-TACC3 inh	12	1	-4	.	-5	-5	.	-13
PGC1a acetyl inh	-14	.	6	-23	9	.	-4	-14

Nine entries already listed, sorted by molecular weight, smallest number first.
[11] CCOc1ccc(NC(=O)CN(C)C(=O)C2CCCC2)cc1OCC
[8] CCOC(=O)C1CCCN(C(=O)c2cc(COc3ccc(C)nc3)on2)C1 (stereo not drawn)
[5] COc1ccc2c(c1OC)C(=O)N1N=C(c3ccc(-c4ccccc4)cc3)CC21 (stereo not drawn)
[10] CCOC(=O)N1CCN(C(=O)CCN2C(=O)c3ccccc3S2(=O)=O)CC1
[9] COc1ccc(Cl)cc1C(=O)N(Cc1nc(-c2cccc(C)c2)no1)C(C)C
[6] O=C(CSc1nc2ccccc2c(=O)n1CC1CCCO1)NCc1ccccc1 (stereo not drawn)
[16] COCCNC(=S)N(CCCN(C)C)Cc1cc2cc3c(cc2[nH]c1=O)OCCO3
[15] CCCC(=O)Nc1ccc2c(c1)C(=O)N(C)[C@@H]1CC[C@@H](CC(=O)NCCc3ccccc3)O[C@H]1CO2
[12] C[C@H](O)[C@@H]1CN2CCc3c([nH]c4ccc(-c5ccc6c(c5)OCO6)cc34)[C@@H]2C[C@@H]1N(C)C(=O)NC1CCCCC1

assay / compound	11	8	5	10	9	6	16	15	12
C2C12 statin	.	9	.	-12	32	-2	-3	3	-47
LGR2 inh	23	-36	-3	-13	4	8	-1	-6	10
Cneo AK release	.	-7	.	4	-1	-6	1	.	.
PAX8 reporter	-9	-107	5	2	20	12	18	8	90*
INS-1E GSIS act	-2	-7	2	16	-3	143*	3	2	-22
PglD DTNB	.	0	.	2	0	-6	-1	.	.
ARNT-TACC3 inh	-4	-4	-4	1	12	-5	-13	.	.
PGC1a acetyl inh	6	.	.	.	-14	-5	-14	-4	-23

(further entries)
[17] Cc1ccc(S(=O)(=O)N(C)C[C@H]2OCCCC[C@@H](C)Oc3ccc(NS(=O)(=O)c4cn(C)cn4)cc3C(=O)N([C@H](C)CO)C[C@H]2C)cc1
[18] Cc1c(C(=O)OC(C)C(C)C[N+](C)(C)C)oc2ccccc12 (stereo not drawn)
[19] COC(=O)c1cc(CSc2nnc(-c3ccccc3)c(-c3ccccc3)n2)oc1C
[20] Cc1cc(C)c(S(C)(=O)=O)c(Oc2cccc(C(F)(F)F)c2)n1
[21] O=C(c1cc(-c2cccc(O)c2)on1)N1CCCCC1
[22] COc1cc(C(=O)N/N=C/c2ccc(OC(=O)c3cccc(C)c3)cc2)ccc1O
[23] CC(C)C#Cc1cnc2c(c1)C(=O)N([C@H](C)CO)C[C@H](C)[C@H](CN(C)Cc1ccccn1)O2
[24] O=C(CCN1C(=O)/C(=C\c2ccccc2Cl)SC1=S)N1CCN(c2ccccc2)CC1

assay / compound	17	18	19	20	21	22	23	24
C2C12 statin	.	.	.	.	4	-7	48	24
LGR2 inh	-17	.	.	12	20	-8	2	.
Cneo AK release	55	1	-4	.	-21	6	4	-1
PAX8 reporter	7	.	.	1	-134	.	8	.
INS-1E GSIS act	-24	.	.	-2	-5	-8	2	.
PglD DTNB	-2	0	-5	.	2	1	7	-3
ARNT-TACC3 inh	3	-5	-4	17	0	-4	23	4
PGC1a acetyl inh	22	-10	-13	7	7	.	5	-1

Next section.
Key to letters – A = C2C12 statin; B = LGR2 inh; C = Cneo AK release; D = PAX8 reporter; E = INS-1E GSIS act; F = PglD DTNB; G = ARNT-TACC3 inh; H = PGC1a acetyl inh
25: CN(C)CCCNC(=O)C[C@@H]1CC[C@@H]2[C@H](COC[C@@H](O)CN2C(=O)c2ccncc2)O1
  A = -13 | B = -5 | C = 56 | D = -25 | E = 5 | F = 7 | G = 4 | H = 7

26: COc1ccc(C(=O)NCC(=O)OCc2ccc(F)cc2)cc1
  A = . | B = -5 | C = . | D = 6 | E = -2 | F = . | G = 8 | H = -6

27: Cc1cccc(OCc2nnc(SCC(=O)Nc3ccc(N4CCOCC4)cc3)o2)c1
  A = -1 | B = -4 | C = 4 | D = -19 | E = 0 | F = -5 | G = 0 | H = -2

28: COc1ccc(NC(=O)CCCCC(=O)Nc2ccc(OC)cc2)cc1
  A = -2 | B = -5 | C = 2 | D = 32 | E = 9 | F = -4 | G = 3 | H = 2

29: CC(C)NC(=O)N(C)C[C@@H]1OCCCC[C@@H](C)Oc2ccc(NC(=O)Nc3ccc(F)cc3)cc2C(=O)N([C@H](C)CO)C[C@H]1C
  A = . | B = -19 | C = 59 | D = 27 | E = -6 | F = 4 | G = 0 | H = -19

30: CCOc1ccc(N(CC(=O)Nc2cccc(F)c2)S(=O)(=O)c2c(C)noc2C)cc1
  A = 3 | B = 1 | C = 2 | D = 3 | E = -20 | F = 3 | G = -10 | H = -20

31: CCC(=O)N1[C@H](CN(C)C(C)=O)[C@H](c2ccc(-c3cccc(F)c3)cc2)[C@@H]1CO
  A = -4 | B = -11 | C = 0 | D = 11 | E = -3 | F = 0 | G = -6 | H = 8

32: COc1ccccc1C(OC(=O)c1cccs1)C(=O)NCc1ccco1 (stereo not drawn)
  A = -14 | B = . | C = -5 | D = -6 | E = . | F = -1 | G = -4 | H = 5

33: O=C(Nc1ccncc1)c1cc(C2CCCCN2C(=O)CCCc2ccccc2)on1 (stereo not drawn)
  A = 4 | B = -11 | C = 0 | D = 13 | E = -9 | F = 0 | G = . | H = -1

34: Cc1cccc(NC(=O)CNC(=O)c2ccco2)n1
  A = 7 | B = -1 | C = -3 | D = -14 | E = 11 | F = -3 | G = 0 | H = .

35: COC(=O)CCC[C@H]1CC2(C[C@H](CCCO[Si](C)(C)C(C)(C)C)N1C(=O)OC(C)(C)C)OCCO2
  A = -14 | B = 3 | C = 1 | D = 18 | E = -9 | F = -1 | G = -13 | H = 3

36: O=P(CCNCc1ccco1)(c1ccccc1)c1ccccc1
  A = . | B = . | C = 2 | D = . | E = . | F = -4 | G = -1 | H = 0

37: N#C/C(=C\c1ccc[nH]1)C(=O)NC1CC1
  A = -10 | B = -13 | C = 3 | D = . | E = 19 | F = 2 | G = -1 | H = -1

38: c1ccc2nc3c(cc2c1)CCCCCC3
  A = 5 | B = . | C = -2 | D = 5 | E = . | F = -1 | G = 2 | H = 5

39: C[C@H](CO)N1C[C@H](C)[C@H](CN(C)Cc2ccc(C(F)(F)F)cc2)Oc2ccc(N(C)C)cc2CC1=O
  A = -47 | B = 8 | C = -3 | D = 18 | E = -11 | F = 3 | G = 10 | H = -14

40: CC1CN(CCOCCOc2ccccc2-c2ccccc2)CC(C)O1 (stereo not drawn)
  A = 4 | B = 4 | C = 1 | D = 9 | E = -2 | F = 3 | G = -6 | H = 17

41: C[C@H](CO)N1C[C@H](C)[C@@H](CN(C)Cc2ccc(Oc3ccccc3)cc2)Oc2c(NC(=O)Nc3ccccc3)cccc2C1=O
  A = 2 | B = . | C = -6 | D = -21 | E = 6 | F = -2 | G = 6 | H = -13

42: CCOc1ccccc1NC(=O)C(OC(=O)C1CC1)c1ccccc1 (stereo not drawn)
  A = . | B = 2 | C = -1 | D = 6 | E = 6 | F = 1 | G = -8 | H = -2

43: COc1cc(/C=N/NC(=O)Cc2csc(C)n2)ccc1OCC(C)C
  A = . | B = -11 | C = . | D = -2 | E = 0 | F = . | G = 0 | H = .

44: CC(C)CNC(=O)CN(c1ccccc1)S(=O)(=O)c1ccccc1[N+](=O)[O-]
  A = 12 | B = -10 | C = -8 | D = 2 | E = 90 | F = 3 | G = 13 | H = .

45: Cc1nc(N2CCN(Cc3ccc4c(c3)OCO4)CC2)c2oc3ccccc3c2n1
  A = -10 | B = -1 | C = 0 | D = 24 | E = -17 | F = 0 | G = 4 | H = -16

46: COc1ccc(N2CCN(C(=O)C3CCN(C(=O)c4ccccc4Cl)CC3)CC2)cc1
  A = -8 | B = 15 | C = -3 | D = 13 | E = -1 | F = -2 | G = -3 | H = 18

47: Cc1nc(N)nc(Nc2ccc(C#N)cc2)c1Br
  A = -18 | B = -17 | C = . | D = 2 | E = -3 | F = . | G = -4 | H = -9

48: Cc1c(Cl)c(-c2n[nH]c(=S)n2Cc2ccco2)nn1C
  A = 5 | B = . | C = 0 | D = . | E = . | F = 1 | G = 3 | H = 5

49: CN(C)CCCN(C(=O)c1ccc(S(=O)(=O)N2CCCCCC2)cc1)c1nc2c(F)cc(F)cc2s1
  A = 8 | B = 5 | C = 0 | D = -20 | E = -50 | F = 7 | G = 2 | H = .

50: OCC1OC(n2cnc3c(NC4CCCCC4)ncnc32)C(O)C1O (stereo not drawn)
  A = 1 | B = . | C = 0 | D = . | E = . | F = -1 | G = -8 | H = -8

51: CN1CCN(C/C(=C2/N=C(c3ccccc3)OC2=O)N(C)C)CC1
  A = -4 | B = . | C = 0 | D = . | E = 4 | F = 4 | G = -1 | H = ?

52: COc1cc(CN2CCC(n3nccc3NC(=O)c3ccccc3OC)CC2)ccc1F
  A = -51 | B = -2 | C = -3 | D = 6 | E = 11 | F = 3 | G = 6 | H = -1

Compound activity as filed in PubChem.
